Screening data: PubChem BioAssay, several laboratories
TRPM1 prom inh = inhibitors of MITF-dependent TRPM1 promoter reporter, primary screen, cell-based, SK-MEL-5, single point, luciferase | SK-MEL-5 TRPM1 promoter luciferase, 24 h | inhibition, % at 12.5 µM | 0.83% of 330,000 active;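 active = mean inhibition across replicates of 60% or more, whatever share of single replicates reaches that level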; also: values of inactives mirror those of a sister screen read the other way
aDG glyco up = activators of alpha-DG glycosylation, primary screen, uHTS, Pro5-aDG cells, AlphaScreen. alpha-DG glycosylation AlphaScreen (IIH6); 0% Pro5, 100% B10-LARGE cell signal. 0.22% of 360,000 active. activation, % at 10 µM;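 active = activation of at least 8% versus controls, or a plate z-score of at least 8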;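 also: Pro5 are CHO cells carrying HIG-tagged alpha-DG that lacks glycosylation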
CF NFkB inh = inhibitors of PAF-induced NF-kB signaling, primary screen, cell-based, GFP fluorescence, uHTS. 0.86% of 360,000 active. KKLEB NF-kB-GFP reporter, GFP fluorescence overnight. inhibition, % at 5 µM;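 active = at least 50% inhibition at 5 µM, scaled per plate between neutral and stimulator controls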;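 also: PAF is a Pseudomonas aeruginosa culture filtrate used as stimulus; plate controls were PAF-stimulated DMSO wells for no effect and unstimulated DMSO wells for full effect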
TWEAK Fn14 block = inhibitors of TWEAK-Fn14 signaling, primary screen, luciferase reporter cells, uHTS; TWEAK-stimulated Fn14 reporter cells, luciferase luminescence, 8 h; inhibition, % at 10 µM; 2% of 360,000 active; AID 1159606, 2016; in the data active = inhibition above about 50%
HIF-2a block = HIF-2a reporter inhibitors, primary screen, luminescence, 786-0 RCC cells. AID 624352, 2012. inhibition, % at 18.8 µM. 0.72% of 360,000 active. 786-0 RCC cells HIF-2a reporter, luciferase luminescence, overnight;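 active = inhibition of the luminescence signal of 40% or more relative to plate controls, in a single-dose primary screen at 18.75 µM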
Peg3 promoter = Peg3 promoter-driven luciferase inhibitors, primary screen, cell-based, HeLa, luciferase luminescence. HeLa PEG-Prom luciferase reporter, overnight. inhibition, % at 20 µM. 1.7% of 360,000 active. AID 588405, 2011;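 active = inhibition of at least 50% at 20 µM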
hiPSC survival = enhancers of single-cell hiPSC survival, primary screen, ATPlite luminescence | 100% = ROCK inhibitor wells, 0% = DMSO | survival enhancement, % at 20 µM | 0.044% of 360,000 active | AID 602274, 2012; in the data active = survival enhancement above about 18%;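 also: cells exposed to compounds for 16 hours before the ATP read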
KKLEB cytotox = cytotoxicity in KKLEB CF airway cells, primary screen, cytotoxicity control for CF NF-kB inhibitor project, cell-based, uHTS, fluorescence assay plates. KKLEB CF airway cells viability, ATPlite luminescence, overnight; stronger effect = lower value; cells stimulated with P. aeruginosa culture filtrate. activity change (cytotoxicity), % at 5 µM. 0.36% of 360,000 active;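 active = corrected activity change at or below -50% at 5 µM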
Shn3 inh set2 = reduction of Shn3 3'UTR firefly luciferase signal, primary screen, Schnurri-3 inhibitor project, cell-based, Clone20 osteoblasts, set 2. Clone20 osteoblast Shn3 3'UTR firefly luciferase, 24 h. inhibition, % at 12.5 µM. 0.52% of 360,000 active. AID 588674, 2011;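 active = mean inhibition of at least 75% with every replicate also reaching 75%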;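 also: 0% = median of neutral control wells and 100% = pilot-screen positive control compound; some compounds past the cut are filed as inactive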
NR2E3 ag-1 = inhibitors of NR2E3-RetCOR corepressor binding, primary screen, NR2E3 agonist project, biochemical, TR-FRET, GST-NR2E3, biotin-RetCOR; inhibition of corepressor binding, % at 4.78 µM; 0.12% of 320,000 active; 1536-well; AID 2300, 2010; Photoreceptor-specific nuclear receptor (Homo sapiens), Q9Y5X4;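 active = percent inhibition above the cutoff of mean plus 3 SD of all tested compounds, set per screening campaign, cut at about 20% in these data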;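 also: 0% = DMSO wells and 100% = biotin wells as full block of FRET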
Target sequence (Q9Y5X4 whole entry, looked up): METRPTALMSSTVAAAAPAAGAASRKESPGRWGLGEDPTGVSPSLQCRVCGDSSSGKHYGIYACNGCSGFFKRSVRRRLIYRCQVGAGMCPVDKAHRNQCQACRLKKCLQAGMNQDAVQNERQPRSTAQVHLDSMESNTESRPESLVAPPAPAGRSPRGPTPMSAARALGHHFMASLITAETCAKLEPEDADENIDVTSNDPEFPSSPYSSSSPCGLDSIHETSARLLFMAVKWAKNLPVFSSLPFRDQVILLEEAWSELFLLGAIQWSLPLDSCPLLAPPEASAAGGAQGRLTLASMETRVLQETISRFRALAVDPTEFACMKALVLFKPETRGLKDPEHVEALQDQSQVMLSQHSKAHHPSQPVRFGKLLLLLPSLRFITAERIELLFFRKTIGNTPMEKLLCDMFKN
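System: GST-tagged NR2E3 plus biotinylated RetCOR corepressor; Buffer or medium: pH 7.5 Tris-based buffer; Probe or stimulus: RetCOR corepressor, biotinylated, 7 nM; Doses: compound at 4.8 µM, single dose; Schedule: 5 h incubation at 4 °C; Technique: time-resolved FRET; Evaluation: percent inhibition of TR-FRET ratio; Replication: one well per compound, singlicate testing.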
NR2E3 ag-2 = NR2E3 agonists in two-hybrid cells, primary screen, cell-based, luminescence, CHO-S, Gal4-NCOR/VP16-NR2E3 | luciferase | inhibition of corepressor binding, % at 3.98 µM | 0.35% of 360,000 active | AID 602229, 2012;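 active = inhibition above the mean of all tested compounds plus 3 SD, cut at about 70% in these data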;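 also: 0% = DMSO with NR2E3 transfected cells and 100% = cells lacking NR2E3 construct; higher means lower luciferase signal from less NR2E3 corepressor binding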
* hit, by the source's call; . = no result given. Compounds were not picked by outcome (roughly 4.4% active in at least one column).

SMILES | TRPM1 prom inh | aDG glyco up | CF NFkB inh | TWEAK Fn14 block | HIF-2a block | Peg3 promoter | hiPSC survival | KKLEB cytotox | Shn3 inh set2 | NR2E3 ag-1 | NR2E3 ag-2
COc1ccc(-c2nnc(SCC(=O)N(C)C3CCS(=O)(=O)C3)n2C(C)C)cc1 (stereo not given) | -5 | -0.1 | 4 | -9 | 6 | -2 | -2.4 | -5 | 64 | . | -22
COc1ccc([N+](=O)[O-])cc1N(CC(=O)NCC1CCCO1)S(C)(=O)=O (stereo not given) | 8 | 0.1 | 16 | -18 | 9 | 6 | -0.8 | -1 | 9 | 1 | 2
COc1cc(CNc2ccc3[nH]c(=O)[nH]c3c2)ccc1OCc1ccccc1 | -23 | -0.1 | -25 | -20 | -50 | -23 | -0.6 | -4 | -21 | 0 | -77
O=C(NCC1CCN(Cc2ccccc2F)CC1)Nc1cc(F)ccc1F | 4 | 0.1 | -1 | -5 | -1 | 2 | -0.5 | -3 | 16 | -3 | -9
COc1ccccc1NC(=O)c1ccc2[nH]c(C)c(C)c2c1 | -47 | -0.2 | -7 | -23 | -339 | -244 | 0.8 | -1 | -66 | 3 | -87
O=C(COc1cccnc1[N+](=O)[O-])NCc1cccs1 | 5 | 0.0 | 0 | 2 | 5 | -2 | -0.4 | -2 | -48 | 4 | 10
O=C(NN=Cc1ccccc1)NN=Cc1ccccc1 | -15 | 0.0 | -22 | -27 | -102 | -100 | -1.9 | 9 | 12 | . | 5
Cc1cc2c(Nc3cccc(O)c3)ncnc2s1 | -12 | 0.0 | 40 | 21 | -3 | -32 | -0.6 | -15 | -2 | 3 | -34
CCC(Sc1nnc(-c2ccco2)n1C)C(=O)Nc1nnc(C)s1 (stereo not given) | 4 | 0.1 | -4 | -1 | 11 | 1 | 1.1 | -12 | 4 | 2 | -10
COc1ccc2c3c1O[C@H]1C[C@@H](O)C=C[C@@]31CCN(C)C2 | 1 | 0.2 | -13 | 3 | 1 | -15 | 0.2 | -2 | -13 | 5 | -7
CCN1CCN(c2ccc([N+](=O)[O-])cc2C(=O)c2ccc(Cl)cc2)CC1 | 7 | -0.2 | -4 | 4 | 10 | 9 | -1.2 | -2 | 3 | -1 | -32
O=C(CC1C(=O)NCCN1Cc1c(F)cccc1Cl)NC1CCCC1 (stereo not given) | 6 | -0.2 | 1 | 8 | 18 | 9 | -0.4 | 0 | -1 | 1 | -8
CC(OC(=O)/C=C/c1ccc(Br)cc1)C(=O)N1CCOCC1 (stereo not given) | -13 | 0.3 | 12 | -2 | -6 | -1 | -0.5 | -2 | -5 | -5 | -36
O=C(NCCc1ccc(C(F)(F)F)cc1)c1ccc2c(c1)OCO2 | -3 | 1.0 | -7 | -6 | -33 | -26 | -0.4 | 7 | -12 | 0 | -5
CCOC(=O)c1c(NC(=S)Nc2ccc(F)cc2)sc2c1CCC2 | -14 | -0.4 | -13 | 4 | -4 | -9 | -0.7 | -11 | -22 | 1 | -16
Cc1sc(NC(=O)CN2CCN(c3ccccn3)CC2)c(C#N)c1C | 16 | 0.0 | 12 | -47 | 15 | 20 | 2.2 | 1 | 4 | -2 | 2
NC(=O)/C(=C\c1cccnc1)NC(=O)c1ccccc1 | 15 | -0.1 | 11 | 19 | 8 | 13 | 2.3 | 0 | 0 | 1 | -20
O=C(CCNC(=O)c1ccc([N+](=O)[O-])cc1)Nc1cc(C(F)(F)F)ccc1N1CCOCC1 | . | 0.3 | -1 | -5 | 9 | 3 | -1.4 | -3 | 6 | . | 2
Cc1c(CCC(=O)NCCCn2ccnc2)c(=O)oc2c(C)c3occ(C(C)(C)C)c3cc12 | -8 | 1.4 | 21 | -6 | 19 | 27 | 0.1 | -8 | 29 | -1 | 2
NC(=O)CC(NC(=O)Cc1cccc2ccccc12)c1ccc(NCc2ccc(F)cc2)c([N+](=O)[O-])c1 (stereo not given) | -9 | 0.0 | -16 | 17 | 17 | 1 | -0.6 | -17 | 30 | 2 | 14
O=C1COc2ccc(C(=O)COc3ccc([N+](=O)[O-])cc3)cc2N1 | -6 | 0.2 | -14 | -20 | 5 | 18 | 1.6 | 8 | 36 | -3 | -2
O=C(CCn1c(=S)[nH]c2ccccc2c1=O)Nc1ccc(F)cc1 | -3 | -0.1 | -42 | -4 | -9 | -3 | 0.2 | -8 | 9 | 0 | -28
O=C(C1CC1)N1CCc2cc(S(=O)(=O)NCC3COc4ccccc4O3)ccc21 (stereo not given) | 13 | -0.3 | 20 | -11 | 8 | 9 | -1.3 | -12 | -7 | 2 | 56
O=C1CC(N2CCN(c3cccc(C(F)(F)F)c3)CC2)C(=O)N1c1ccccc1 (stereo not given) | 7 | -0.2 | 11 | 20 | 1 | -9 | -3.4 | -5 | -2 | 2 | -6
Cc1cc(C)n2nc(CNS(=O)(=O)c3ccc(F)cc3)nc2n1 | 3 | -0.1 | -8 | 13 | 10 | -9 | 0.0 | -11 | -22 | 1 | -5
CC(C)c1ccc(NC2CCCN(C(=O)CSc3nncn3C)C2)cc1 (stereo not given) | 14 | -0.5 | -7 | 1 | -4 | -12 | 0.1 | 9 | -1 | 4 | 10
CCn1nnc2cc(C(=O)N(CCOC)CC(=O)Nc3cccc(C)c3C)ccc21 | -12 | -0.2 | 0 | 6 | 10 | 5 | 0.0 | -4 | -8 | 5 | -5
CCCSc1cc(NCCOC(C)=O)c([N+](=O)[O-])c2nonc12 | 4 | 0.2 | -15 | 5 | 24 | 14 | 2.1 | -10 | 4 | 0 | -14
CCOc1ccc(NS(=O)(=O)c2ccc(C(=O)NC3CCN(Cc4ccccc4)CC3)cc2)cc1 | 12 | 0.6 | -3 | 11 | 5 | 20 | -0.3 | -15 | 11 | -1 | -5
S=c1[nH]nc(C2CCCCC2)n1Cc1ccccc1 | 6 | 0.1 | -11 | -4 | 15 | 15 | -0.6 | 6 | 3 | 0 | -32
COc1c(C)oc2cc(O)ccc2c1=O | 10 | 0.3 | -1 | 8 | 10 | -3 | 1.7 | 4 | 6 | 2 | 12
Cn1nc(CC(=O)NC2CCCCC2)c2ccccc2c1=O | 5 | 0.3 | -4 | 9 | 11 | 9 | -1.1 | 5 | 28 | -5 | -1
COc1ccc(/C=N/NS(=O)(=O)c2ccc(F)cc2)cc1CN1CCSCC1 | 11 | 0.2 | -33 | 1 | 8 | 16 | -0.2 | -1 | -6 | -1 | 12
O=C(NC1CCCN(Cc2ccc(Cl)cc2)C1)C1CCC1 (stereo not given) | 5 | 0.9 | 10 | 8 | 19 | -5 | 0.3 | -6 | 0 | 1 | 5
Cc1nc2sc(C(c3cccc(F)c3)N3CC(C)OC(C)C3)c(O)n2n1 (stereo not given) | -13 | 0.5 | 6 | 6 | 4 | 15 | 0.3 | -9 | 14 | 4 | -28
COc1ccc(C(C)=O)cc1CC(=O)N(Cc1ccccc1)c1ccccc1 | 11 | 0.0 | -3 | 9 | 17 | 5 | 0.0 | -3 | 6 | 1 | -32
CCc1ccc(NC(=O)c2cnn3c(C(F)F)cc(C)nc23)cc1 | 11 | 0.0 | -8 | -19 | 8 | -4 | 3.3 | 1 | 0 | -4 | -14
O=C(Nc1ccncc1)c1cc(-c2ccccn2)nc2ccccc12 | 20 | 0.0 | -31 | 10 | 11 | 4 | 0.0 | 0 | 3 | -4 | -3
COc1cnc(-c2ccccn2)nc1Oc1c(C)cccc1C | 7 | 3.8 | 17 | -26 | 12 | 13 | 1.5 | 5 | 22 | 0 | 57
O=C(O)CCCN1C(=O)/C(=C\C(Cl)=C\c2ccccc2)SC1=S | 66* | -0.2 | -27 | 102* | 94* | 108* | -0.3 | -13 | 6 | . | 9
COCc1ccc(C(=O)N2CCCC(C(=O)c3cccc(C(F)(F)F)c3)C2)o1 (stereo not given) | -10 | 0.0 | -18 | -5 | -15 | -5 | -0.3 | 3 | -7 | 0 | -17

Part of the list above in order of molar mass, smallest number first.
SMILES | TRPM1 prom inh | aDG glyco up | CF NFkB inh | TWEAK Fn14 block | HIF-2a block | Peg3 promoter | hiPSC survival | KKLEB cytotox | Shn3 inh set2 | NR2E3 ag-1 | NR2E3 ag-2
COc1c(C)oc2cc(O)ccc2c1=O | 10 | 0.3 | -1 | 8 | 10 | -3 | 1.7 | 4 | 6 | 2 | 12
S=c1[nH]nc(C2CCCCC2)n1Cc1ccccc1 | 6 | 0.1 | -11 | -4 | 15 | 15 | -0.6 | 6 | 3 | 0 | -32
O=C(Nc1ccncc1)c1cc(-c2ccccn2)nc2ccccc12 | 20 | 0.0 | -31 | 10 | 11 | 4 | 0.0 | 0 | 3 | -4 | -3
CCc1ccc(NC(=O)c2cnn3c(C(F)F)cc(C)nc23)cc1 | 11 | 0.0 | -8 | -19 | 8 | -4 | 3.3 | 1 | 0 | -4 | -14
O=C(O)CCCN1C(=O)/C(=C\C(Cl)=C\c2ccccc2)SC1=S | 66* | -0.2 | -27 | 102* | 94* | 108* | -0.3 | -13 | 6 | . | 9
COc1ccc(C(C)=O)cc1CC(=O)N(Cc1ccccc1)c1ccccc1 | 11 | 0.0 | -3 | 9 | 17 | 5 | 0.0 | -3 | 6 | 1 | -32
Cc1nc2sc(C(c3cccc(F)c3)N3CC(C)OC(C)C3)c(O)n2n1 (stereo not given) | -13 | 0.5 | 6 | 6 | 4 | 15 | 0.3 | -9 | 14 | 4 | -28
COCc1ccc(C(=O)N2CCCC(C(=O)c3cccc(C(F)(F)F)c3)C2)o1 (stereo not given) | -10 | 0.0 | -18 | -5 | -15 | -5 | -0.3 | 3 | -7 | 0 | -17
COc1ccc(/C=N/NS(=O)(=O)c2ccc(F)cc2)cc1CN1CCSCC1 | 11 | 0.2 | -33 | 1 | 8 | 16 | -0.2 | -1 | -6 | -1 | 12
